# Assay outcomes as filed in PubChem.
# mIAP inh = mouse IAP inhibition. actives 0.2% (n = 330,000). inhibition, % at 10 µM. purified mouse IAP, CDP-Star luminescence, 30 min;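 active = inhibition of at least 40% at 10 µM in the primary screen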;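 also: plate controls were DMSO with enzyme for no effect and no enzyme wells for full effect; values of inactives mirror those of a sister screen read the other way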
# hIAP act = human IAP activation | purified human IAP, CDP-Star luminescence, 30 min; active compounds read high; 1 = vehicle-only enzyme, 0 = enzyme-free background | P09923 | AID 2524 | activation factor at 10 µM | actives 0.16% (n = 330,000);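 active = activation factor of the enzyme at least 2-fold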; also: the source names both 10 and 20 µM as test concentration; values of inactives mirror those of a sister screen read the other way
# mIAP act = mouse IAP activation | muIAP, CDP-Star luminescence, 30 min; active compounds read high; 1 = vehicle-only enzyme signal, 0 = enzyme-free wells | actives 0.24% (n = 330,000) | activation factor at 10 µM;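 active = activation factor of at least 2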; also: the source names both 10 and 20 µM as test concentration; values of inactives mirror those of a sister screen read the other way
#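 Assay system: mouse IAP enzyme / Compound: DMSO-dissolved test compounds / Timing: 30 min, room temperature / Measured by: luminescence from enzymatic CDP-Star hydrolysis / Control set: DMSO-only wells, enzyme-free buffer wells as negative control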
# beta cell repl = induces beta-cell replication in MIN6 cells; AID 2380; proliferation, % at 10 µM; MIN6 cells proliferation, ATPlite luminescence, 48 h; cells starved in 0.2% serum; 100% = growth in 10% serum; actives 0.29% (n = 330,000);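 active = compounds whose signal lies at least 3.5 SD above the mean of all wells on their plate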;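 also: 0% = DMSO-treated cells in low-serum medium and 100% = 10% serum control; some compounds called inactive have numbers as strong as hits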
# NLRP3 yeast inh = NALP3 inhibition in yeast; Yeast reconstituted NLRP3/ASC/caspase-1, beta-gal luminescence, 24 h; AID 2825; actives 0.39% (n = 330,000); inhibition, % at 10 µM;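 active = inhibition of 50% or more; inactive = inhibition below 50%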;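 also: plate controls were induced DMSO wells for no effect and uninduced yeast grown without galactose for full effect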
# hIAP inh = human IAP inhibition; P09923; AID 2544; actives 0.12% (n = 330,000); purified IAP, CDP-Star luminescence, 30 min; inhibition, % at 10 µM;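 active = inhibition reaching a set limit with compound at 10 µM in the primary screen, cut at about 35% in these data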;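 also: plate controls were DMSO wells with enzyme for no effect and no-enzyme buffer wells for full effect; values of inactives mirror those of a sister screen read the other way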
# APOBEC3G inh = inhibitors of human APOBEC3G DNA deaminase. recombinant A3G, ssDNA deamination FAM/TAMRA fluorescence. inhibition, % at 20 µM. actives 0.28% (n = 330,000). AID 493012;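 active = inhibition of at least 40% at 20 µM, with no more than 30% in the related APOBEC3A deaminase screen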;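 also: plate controls were DMSO wells with A3G for no effect and wells lacking A3G enzyme for full effect; some compounds called inactive have numbers as strong as hits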
# Target sequence (Q9HC16 whole entry, looked up): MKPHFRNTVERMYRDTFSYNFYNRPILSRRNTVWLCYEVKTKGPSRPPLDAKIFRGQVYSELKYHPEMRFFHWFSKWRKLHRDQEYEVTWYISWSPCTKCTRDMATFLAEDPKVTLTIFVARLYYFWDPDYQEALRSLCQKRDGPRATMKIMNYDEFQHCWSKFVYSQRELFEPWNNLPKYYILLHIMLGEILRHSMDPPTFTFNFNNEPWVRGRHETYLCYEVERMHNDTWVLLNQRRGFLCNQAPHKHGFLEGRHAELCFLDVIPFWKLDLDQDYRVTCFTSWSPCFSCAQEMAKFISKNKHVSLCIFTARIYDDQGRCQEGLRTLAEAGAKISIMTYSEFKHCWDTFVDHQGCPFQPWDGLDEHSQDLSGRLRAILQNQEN
# SENP1 FRET inh = blocks the human SENP1 SUMO protease catalytic domain. Q9P0U3. recombinant SENP1 catalytic domain, CyPet-SUMO1-YPet FRET cleavage. inhibition, % at 10 µM. actives 0.21% (n = 360,000). AID 624204;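 active = inhibition at least 30% at 10 µM, raw YFP signal under a set limit, fluorescence ratio 0.5 to 1.5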;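 also: 0% = enzyme with DMSO and 100% = no enzyme wells; some results filed as inactive read as strong as hits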
# Target sequence (Q9P0U3 419-644 limits assumed): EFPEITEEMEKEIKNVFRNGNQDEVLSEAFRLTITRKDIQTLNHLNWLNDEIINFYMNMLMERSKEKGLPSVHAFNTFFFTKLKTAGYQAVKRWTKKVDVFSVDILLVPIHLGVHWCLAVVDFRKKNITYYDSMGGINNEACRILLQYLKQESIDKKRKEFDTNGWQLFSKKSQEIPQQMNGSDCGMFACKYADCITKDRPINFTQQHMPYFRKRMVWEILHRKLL
#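 Controls: no-enzyme wells low, DMSO-plus-enzyme wells high control. Test system: human recombinant His6-tagged SENP1 catalytic domain enzyme. Reagent: SFCypet-SUMO1-SFYpet FRET protein substrate, 25 nM final. Doses: one dose per compound, 10 µM, 0.5% DMSO. Detection: FRET, CFP and YFP emission. Timing: 50 min reaction at room temperature.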
# A3A deaminase = inhibitors of human APOBEC3A DNA deaminase; actives 0.41% (n = 330,000); P31941; recombinant A3A, FAM/TAMRA ssDNA deamination fluorescence; inhibition, % at 20 µM;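 active = at least 40% inhibition at 20 µM here, with at most 30% in a related deaminase screen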;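 also: plate controls were A3A with DMSO for no effect and wells lacking A3A enzyme for full effect; some results filed as inactive read as strong as hits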
# Target sequence (P31941 whole entry, looked up): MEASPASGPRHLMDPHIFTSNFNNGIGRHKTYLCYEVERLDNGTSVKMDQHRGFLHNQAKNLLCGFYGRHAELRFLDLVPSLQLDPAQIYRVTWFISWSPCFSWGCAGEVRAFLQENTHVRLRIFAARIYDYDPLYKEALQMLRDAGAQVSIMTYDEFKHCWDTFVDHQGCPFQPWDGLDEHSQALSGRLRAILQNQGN
# Numbers without * were called inactive; . = not tested or not shown. This is a subset (hit frequency here may not be typical).
canonical_smiles,SENP1 FRET inh,APOBEC3G inh,hIAP act,NLRP3 yeast inh,hIAP inh,A3A deaminase,mIAP act,mIAP inh,beta cell repl
Cc1nnc(SCC(=O)Nc2nccs2)n1C(C)C,2,-6,1.3,15,-29,-1,1,-5,-1
C[C@H]1CN([C@@H](C)CO)C(=O)c2cccc(NC(=O)Nc3ccc(C(F)(F)F)cc3)c2O[C@H]1CN(C)C,1,-8,0.85,19,15,0,1.3,-26,-4
Cc1cc(SCC#N)n2nc(C)c(-c3ccccc3)c2n1,1,-8,1,20,-2,-7,0.99,1,2
O=C(CNC(=O)c1ccc(Br)o1)NCC(=O)OCc1ccccc1,0,-13,1.2,4,-19,-1,1,-4,-3
CCSc1nnc(SCC(=O)Nc2cc(C)on2)s1,0,0,0.89,-3,11,2,1,-4,0
COc1ccccc1NC(=O)c1c(C)cc(=O)oc1C,1,2,1,15,-4,-1,1,-4,-2
c1ccc(-c2noc(-c3ccco3)n2)nc1,1,14,1.1,2,-10,0,1,-5,1
O=C(Cn1ccccc1=S)c1ccc(Cl)c(Cl)c1,2,-9,1,10,-2,-2,1,-2,-2
COc1ccc(-n2c(Cc3cccn3C)nnc2SCC(=O)NCCc2ccccc2)cc1,0,-9,0.87,1,13,-8,0.98,2,0
COC(=O)c1cc(=O)n(Cc2ccc(F)cc2)c(=NCc2ccc(F)cc2)s1,3,-8,0.96,-1,4,-3,0.91,9,0
O=C(OCc1c(-c2ccccc2)ncc2ccccc12)c1ccc(Cl)cc1Cl,-2,-9,1.1,6,-6,-1,1,-2,-7
CCc1ccc2[nH]c(=O)c(CN(CCN(CC)CC)C(=O)Nc3ccccc3OC)cc2c1,-3,-7,1,0,-2,-1,0.92,8,-3
C=CCn1c(SCC(=O)Nc2sccc2C(N)=O)nc2sc(CC)cc2c1=O,-5,2,0.94,21,6,9,0.99,1,-2
CN(/N=C/c1ccncc1)c1cnc2ccccc2n1,-6,3,1,10,-4,3,0.88,12,-2
CC(C)C(=O)COc1c2occc2cc2ccc(=O)oc12,2,-2,1,2,-4,2,1,-5,-3
CC(C)CCN1CCN(Cc2cc(F)ccc2-n2cccn2)CC1CCO (configuration not stated),0,0,1,5,-3,2,1.1,-7,-1
COc1ccc(C(=O)NC(=S)N2CCN(c3ccccc3OC)CC2)cc1,0,-8,1.1,22,-10,-4,1.1,-5,-4
CC(C)NC(=O)C(=O)N/N=C/c1ccco1,2,-2,0.99,2,1,8,0.98,2,0
O=C(CN(c1cccc(Cl)c1)S(=O)(=O)c1ccccc1)NN=C1CCCC1,2,0,1.2,2,-22,2,1.1,-5,0
Cn1cc(C(=O)N2CCCCC2)c(=O)c2cc(S(=O)(=O)N3CCCC3)ccc21,-1,-9,1.1,14,-5,-6,0.98,2,-1
CCN(C(=O)CSc1nc2ccccc2c(=O)n1CCOC)C1CCS(=O)(=O)C1 (configuration not stated),5,-9,1.2,-7,-21,-4,1.2,-18,-3
CC(C)n1nnnc1SCC(=O)NCc1ccco1,-1,-1,0.82,6,18,5,0.97,3,0
C/C(=N\NS(=O)(=O)c1ccc(C)c([N+](=O)[O-])c1)c1cccs1,-2,-5,0.95,12,5,-1,0.94,6,-3
CC(=O)NCCNc1nc2c(-c3cccc(C)c3)nnn2c2ccccc12,-43,-3,1.1,6,-14,-1,1.1,-12,3
O=C(CSc1nc2[nH]ncc2c(=O)[nH]1)NCc1ccc(F)cc1,0,-4,0.96,0,4,-5,0.94,6,1
CCOCCCN(C(=O)Cn1nnc(-c2ccc(OC)c(OC)c2)n1)C(C(=O)NCC1CCCO1)c1ccc(F)cc1 (configuration not stated),2,-12,1,-4,0,-4,1,0,-1
CCOC(=O)N1CCN(C(=O)c2ccc3nc4ccc(Cl)cc4c(=O)n3c2)CC1,-99,-1,0.87,-8,13,0,0.98,2,-1
NC(=O)NC(=O)COC(=O)CCCCCNS(=O)(=O)c1ccc2c(c1)OCCO2,2,-5,0.93,-3,7,7,1.1,-7,0
COc1ccc(CCNC(=O)c2cc(-c3cc(Cl)cc(Cl)c3)oc2C)cc1,0,-6,1,-11,0,0,4*,-300,-6
CCOC(=O)c1c(-c2ccc(C)o2)csc1NC(=O)CN1CCOCC1,-1,-4,1,18,-3,-3,0.98,2,1
O=C(Nc1ccc(O)c2c(=O)cc(-c3cccc(Cl)c3)oc12)c1cccc(Cl)c1,1,8,0.99,4,1,1,0.9,10,-9
CNC(=O)c1c(NC(=O)c2ccc(S(=O)(=O)N3CCCC3)cc2)sc2c1CCN(C(C)C)C2,.,-8,0.69,19,31,-6,1,-2,1
O=C(OCc1ccccc1C(F)(F)F)c1cc([N+](=O)[O-])ccc1N1CCOCC1,0,-2,0.8,15,20,-1,0.88,12,-1
COc1ccc(NC(=O)c2cccc3c2C(=O)c2ccc(-c4cnc(OC)nc4)cc2S3(=O)=O)cc1,-5,-3,1.3,20,-28,-1,1,0,2
CCOC(=O)Cn1ncc2c(=O)oc3ccccc3c21,-1,16,1,8,-4,3,0.8,20,-1
OCCNCCCCOc1ccc(OCc2ccccc2)cc1,-1,-7,0.89,15,11,-3,0.91,9,0
CCc1ccc(C(C(=O)NC2CCCCC2)N(C(=O)c2ccccn2)c2cccnc2)cc1 (configuration not stated),.,-2,0.91,-6,9,1,0.99,1,-3
CC(=O)Nc1ccc(NC(=O)C(C)OC(=O)C2(c3ccccc3F)CCCC2)cc1 (configuration not stated),0,-1,0.98,16,2,0,1.1,-8,4
CC(CCc1ccccc1)NC(=O)N1CCOCC1 (configuration not stated),2,-5,0.97,4,3,-2,1,-3,-1
CCOC(=O)CNC(=O)CNC(=O)c1ccc(OC)cc1,0,-1,1,-15,-1,2,1.1,-10,1
COCCNC(=O)c1csc2c1CCCC2,1,-3,1.1,20,-9,1,1,-2,0
C/C(=C\C(=O)O)C12CC3CC(CC(C3)C1)C2,1,-2,1.1,-5,-8,0,1,-3,-1
Cc1noc(/C=C/N(C)C)c1S(=O)(=O)N1CCC(C(=O)Nc2ccc(Cl)cc2)CC1,-2,0,1.2,1,-18,-3,1.4,-42,-7
O=C1CCC/C=C\C[C@@H](CC(=O)N(CCO)Cc2ccccc2)C(=O)N[C@H](c2ccccc2)CO1,0,-10,0.93,-4,7,-2,0.96,4,4
Cc1ccc(S(=O)(=O)NC(=O)c2ccccc2F)cc1,-1,-6,0.85,7,15,2,0.88,12,-2
O=S(=O)(Cc1cc(N2CCOCC2)nc(-c2ccccn2)n1)c1ccccc1,0,-7,1.1,-6,-9,-5,0.93,7,2
CCc1nnc(NC(=O)CCC(=O)N2CCCC(O)C2)s1 (configuration not stated),0,-9,0.97,13,3,-4,1,0,-2
Cn1c2ccccc2c2cc(C(=O)NNC(=O)CCl)sc21,-19,-8,1.2,-10,-23,-5,0.96,4,-7
CCCc1nc(SCC(=O)c2ccc(F)cc2)c2ccccc2n1,-178,0,0.91,8,9,0,0.82,18,-4
Cc1[nH]c(=O)[nH]c(=O)c1S(=O)(=O)Nc1ccc(Cl)c([N+](=O)[O-])c1,2,-4,0.92,11,8,-3,0.98,2,-3
CC(=O)N1CCN(c2ccc(NC(=S)NC(=O)c3ccc(C)c([N+](=O)[O-])c3)cc2)CC1,1,-8,0.91,33,9,-2,0.94,6,-2
COc1ccc(C(=O)NCCn2cc(SCC(=O)NCc3ccco3)c3ccccc32)cc1,2,-9,1.1,34,-6,-3,1.1,-7,-1
CC(=O)N(CN1C(=O)c2ccc([N+](=O)[O-])cc2C1=O)c1cccc(C(=O)O)c1,1,0,0.93,18,7,1,1,-4,-2
Clc1ccc(Oc2nc3c(Cl)cccc3s2)cc1Cl,0,-9,0.94,13,6,-6,0.97,3,-3
C=C(C)c1sc(-c2ccccc2)nc1C,.,8,0.98,-64,2,5,0.98,2,-4
CN(C)C(CNc1ncnc2ccccc12)c1c(F)cccc1Cl (configuration not stated),-1,-10,0.97,15,3,-1,1,0,1
Cc1nc2ccc(NC(=O)c3cccc(S(=O)(=O)N4CC(C)OC(C)C4)c3)cc2s1 (configuration not stated),-70,-8,0.99,13,1,0,0.9,10,1
CN(C)c1ccnc(Nc2ccc(F)cc2)c1C#N,2,-4,1.1,8,-11,1,1,-3,1
CCOc1ccccc1NC(=O)COc1cccc(-n2cnnn2)c1,2,-6,1,3,-4,-4,0.84,16,3
CCNc1nc(SC(C(C)=O)C(C)=O)nc(N(C)C)n1,3,-5,0.97,7,3,-2,0.94,6,0

# Next section:
canonical_smiles,SENP1 FRET inh,APOBEC3G inh,hIAP act,NLRP3 yeast inh,hIAP inh,A3A deaminase,mIAP act,mIAP inh,beta cell repl
O=C(NCCc1ccccc1)C1CCN(S(=O)(=O)c2ccccc2)CC1,0,-5,1.1,4,-6,-1,1,-4,4
CC(=O)c1cccc(NC(=O)CSc2nnnn2C2CCCC2)c1,1,-6,1,19,-2,-1,1,-2,2
O=C(Cc1ccc(Br)cc1)OCC(=O)N1CCOCC1,3,0,1.1,12,-11,-1,1.1,-10,0
COCCCn1c(=O)c2ccccc2c2ccccc2c1=O,0,0,1.1,3,-10,3,0.86,14,-2
Cc1ccc(NC(=O)NCc2ccncc2)cc1Cl,-1,-5,1.1,20,-11,0,1.5,-54,1
COc1ccc(CCN2CCC(Nc3nc4ccccc4n3Cc3ccc(F)cc3)CC2)cc1,1,-3,0.94,25,6,2,1.1,-7,-8
CCOC(=O)C1CCCN(Cc2cc(OC)c(O)c(OC)c2)C1 (configuration not stated),0,-5,1.1,2,-10,-2,1,-1,1
CCCCn1c(SCc2ccc(C(=O)OC)o2)nc2cc(S(N)(=O)=O)ccc21,0,-7,1.1,9,-9,-3,0.9,10,-2
CCN1C[C@@H]2[C@@H]3C(=O)N(Cc4ccccc4)C(=O)[C@@H]3[C@](C)(C(=O)OC)N2C1=NC1CCCCC1,0,-1,.,.,.,3,1,-4,.
c1ccc(-c2nc(NCc3cccs3)c3ccccc3n2)cc1,2,-15,0.86,13,14,-4,0.97,3,-3
C=C(Br)CN1CCN(CC(=C)Br)CC1,-1,-4,0.87,9,13,0,1,-1,0
O=S(=O)(Cc1ccccc1)Nc1ccccc1Br,-3,-6,1.1,16,-8,0,0.94,6,-2
O=C(Cn1nc(-c2ccccc2)ccc1=O)NCCCN1CCOCC1,1,-1,1.1,-1,-11,1,1,0,-1
CCC(CC)c1nnc(NC(=O)C2CC(=O)N(C3CCCC3)C2)s1 (configuration not stated),-1,-6,0.95,3,5,1,0.9,10,2
O=C(Nc1ccccc1)N1CCSc2ccccc21,3,-2,1,0,-2,1,1,-3,2
COCCN(C(=S)Nc1cccc(OC)c1)C1CCN(C(C)C)CC1,5,2,0.97,7,3,2,1,0,0
Cc1cc(NS(=O)(=O)c2ccccc2)no1,2,-6,1.2,-1,-17,-1,1,-2,0
